Screening results from PubChem BioAssay.
TAAR1 ag: agonists of human TAAR1. CHO RD-HGA16 TAAR1, Fluo-8 calcium fluorescence; vehicle wells 0%, saturating PEA agonist 100%. activation, % at 3 µM. actives 0.99% (n = 360,000);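 active means activation above the mean activation of all test compounds in the run plus 3 SD, cut at about 38% in these data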
Target sequence (Q96RJ0 whole entry, looked up): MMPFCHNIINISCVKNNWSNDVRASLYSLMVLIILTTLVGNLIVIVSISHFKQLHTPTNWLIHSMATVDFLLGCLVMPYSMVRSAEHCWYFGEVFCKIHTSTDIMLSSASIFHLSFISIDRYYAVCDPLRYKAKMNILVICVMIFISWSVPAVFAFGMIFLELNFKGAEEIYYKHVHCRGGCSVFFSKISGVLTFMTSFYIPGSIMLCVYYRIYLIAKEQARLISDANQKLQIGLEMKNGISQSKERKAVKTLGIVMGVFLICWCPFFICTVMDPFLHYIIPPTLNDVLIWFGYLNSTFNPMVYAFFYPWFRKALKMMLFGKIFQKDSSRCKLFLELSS
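Assay system: CHO-derived RD-HGA16 cells with stable Gα16 and human TAAR1; timing: 17-24 h seeding, 75 min 37 °C dye, 30 min RT; read-out: % activation from peak over basal fluorescence ratio, DMSO-to-PEA scaled; measured by: kinetic Fluo-8 calcium fluorescence; benchmarks: low control DMSO, high control PEA (EC100); doses: 3 µM single concentration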
CHO parental Ca: signal in parental CHO cells, OX1R antagonist counter-screen. parental CHO-K1, ATP-induced calcium, Fluo-8 fluorescence. AID 463079. inhibition, % at 5.6 µM. actives 0.63% (n = 330,000);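 active means inhibition above that plate's mean sample inhibition plus 3 SD, cut at about 26% in these data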;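 further: 0% = ATP-challenged DMSO wells and 100% = DMSO wells without ATP; some compounds past the cut are filed as inactive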
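Material – parental CHO cells · Reagent – ATP stimulus · Compound – single nominal dose of 5.6 µM per compound · Detection – Fluo-8 fluorescence · Read-out basis – percent inhibition of calcium signal · Controls – ATP-challenged DMSO wells low, unchallenged DMSO wells high · Repeats – no replicates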
CHRM1 agonist: activates human CHRM1 receptor; activation, % at 3 µM; actives 0.33% (n = 360,000); CHO-K1 hM1, Fluo-8 calcium fluorescence, agonist mode; 0% DMSO, 100% acetylcholine EC100; P11229; AID 588814;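 active means activation above the run's mean compound activation plus 3 SD, cut at about 16% in these data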;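 further: peak over basal fluorescence ratio within a 140 s kinetic read after compound addition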
Target sequence (P11229 whole entry, looked up): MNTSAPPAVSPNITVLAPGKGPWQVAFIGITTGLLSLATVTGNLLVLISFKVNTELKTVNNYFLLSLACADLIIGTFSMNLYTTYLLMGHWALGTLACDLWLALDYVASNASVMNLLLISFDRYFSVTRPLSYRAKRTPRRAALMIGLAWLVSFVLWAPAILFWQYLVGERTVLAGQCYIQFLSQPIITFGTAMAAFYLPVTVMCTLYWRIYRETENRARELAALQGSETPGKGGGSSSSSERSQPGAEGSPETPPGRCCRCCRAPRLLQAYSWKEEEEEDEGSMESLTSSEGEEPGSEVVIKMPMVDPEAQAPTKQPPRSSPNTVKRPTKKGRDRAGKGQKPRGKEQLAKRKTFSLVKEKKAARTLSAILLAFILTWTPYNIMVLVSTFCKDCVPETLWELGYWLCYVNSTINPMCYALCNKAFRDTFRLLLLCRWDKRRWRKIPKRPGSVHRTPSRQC
M1 PAM: potentiates human M1 receptor response to acetylcholine | actives 0.088% (n = 360,000) | CHO-K1 hM1, Fluo-8 calcium fluorescence, ACh EC20; 0% = ACh EC20, 100% = maximal ACh | P11229 | activation, % at 3 µM; in the data active means activation above about 19%, passing the limit was not always enough
CHO-K1 Ca ag: counter-screen for M1 agonists: effect in parental CHO-K1 cells; actives 0.48% (n = 360,000); Fluo-8 calcium fluorescence; scaled to maximal ATP response, vehicle zero; AID 602248; activation, % at 3 µM; in the data active means activation above about 15%;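 further: untransfected CHO-K1 host cells lacking M1 receptor as counterscreen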
CHO-K1 Ca PAM: M1 PAM counterscreen hit in parental CHO-K1 cells; actives 0.02% (n = 360,000); activation, % at 3 µM; ATP EC20, Fluo-8 calcium fluorescence; 0% at ATP EC20, 100% at ATP max; AID 602247;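 active means activation above the run cutoff, the mean activation of all test compounds plus 3 SD, cut at about 40% in these data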;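 further: peak over basal fluorescence ratio in a 140 s read after ATP addition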
CHO-K1 Ca antag: counter-screen for M1 antagonists: effect in parental CHO-K1 cells; actives 0.6% (n = 360,000); inhibition, % at 3 µM; ATP-induced calcium, Fluo-8 fluorescence;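 active means inhibition above a per-plate cutoff, the plate's mean sample inhibition plus 3 SD, cut at about 24% in these data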;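 further: 0% = DMSO plus EC80 ATP and 100% = DMSO alone without ATP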
TAAR1 antagonist: antagonists of human TAAR1; AID 624466; actives 1.5% (n = 360,000); CHO RD-HGA16 TAAR1, Fluo-8 calcium fluorescence, antagonist; inhibition, % at 3 µM;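 active means inhibition above a per-plate cutoff, the mean inhibition of test compounds on that plate plus 3 SD, cut at about 49% in these data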;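 further: 0% = DMSO plus EC80 beta-PEA response and 100% = DMSO alone without agonist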
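Test system: RD-HGA16 CHO cells with stable hTAAR1 and Gα16 / Probe or stimulus: EC80 β-phenethylamine stimulus / Times: seeding 17-24 h prior, 75-min 37 °C, 30-min RT dye loading / Detection: Fluo-8 calcium-sensitive fluorescence / Read-out basis: % inhibition scaled between DMSO and EC80 PEA controls / Repeats: singlicate, one well per test compound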
M1 antag: blocks human M1 muscarinic receptor; P11229; CHO-K1 hM1, Fluo-8 calcium fluorescence, ACh EC80 antagonist; inhibition, % at 3 µM; actives 1.3% (n = 360,000); AID 588852;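 active means percent inhibition above its own plate's cutoff, namely the mean of that plate's compound wells plus 3 SD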;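 further: peak over basal fluorescence ratio during 140 s after agonist addition; 0% = ACh EC80 plus DMSO and 100% = DMSO alone without agonist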
* marks the source's active call; other numbers are inactive results; · = no result given.

SMILES	TAAR1 ag	CHO parental Ca	CHRM1 agonist	M1 PAM	CHO-K1 Ca ag	CHO-K1 Ca PAM	CHO-K1 Ca antag	TAAR1 antagonist	M1 antag
CCCn1c(SCC(=O)NC2CCCC(C)C2C)n[nH]c1=O (stereo not given)	13	-8	-2	2	2.2	-3	20	-26	-2
O=C1CC2(CCN(C(=O)c3cccc(F)c3)CC2)Oc2ccccc21	1	-13	-2	4	0.8	7	4	-4	-3
Cc1ccc(NC(=O)COC(=O)c2c(C)nn(-c3ccccc3)c2C)cc1	1	-15	-4	9	0.0	1	3	-4	-5
Cc1ccc(S(=O)(=O)C2CS(=O)(=O)CC2O)cc1 (stereo not given)	4	4	-1	4	0.4	14	-6	0	-2
CCN1C(=O)/C(=C2\Sc3ccccc3N2CC)OC1=S	9	-13	-4	6	0.1	5	3	-11	1
O=C(CSC1=NCCS1)Nc1cccc2ccccc12	8	-17	-3	3	0.5	12	-5	14	-9
O=C1COc2ccc(C(=O)COC(=O)c3cc(S(=O)(=O)N4CCOCC4)ccc3F)cc2N1	10	-1	-3	-1	8.1	19	-15	35	2
COc1ccccc1NC(=O)c1ccc(NC(=O)COC(=O)CC(NC(=O)c2ccccc2Cl)c2ccccc2)cc1 (stereo not given)	4	-9	-3	-6	2.2	13	-6	11	8
CCc1ccc(OCC(=O)NC(NC(=S)Nc2ccccc2C)C(Cl)(Cl)Cl)cc1 (stereo not given)	8	-14	-2	-8	4.5	12	1	24	20
O=S(=O)(c1cccs1)N1CCN(c2ccccc2F)CC1	4	-4	-4	-1	1.4	-6	-6	7	7
COCc1cc(CNC(=O)C2CCC(=O)N(Cc3cccc(OC)c3)C2)[nH]n1 (stereo not given)	0	·	-3	6	0.6	6	-3	-16	-7
COc1ccc(NCC(O)Cn2cnc3c2c(=O)n(C)c(=O)n3C)cc1 (stereo not given)	2	-14	-2	-7	0.4	-2	-6	-4	3
O=C(Nc1ccccc1F)NC1CCN(Cc2nnnn2Cc2ccc(F)cc2)CC1	8	-15	-3	10	1.1	19	-1	5	-7
O=C(CC1C[C@H](C(=O)N2CCCCC2)[C@@]2(CCc3ccccc3)c3[nH]c4ccccc4c3CCN2C1=O)NCCCn1ccnc1 (stereo not given in full)	2	-32	-11	-1	0.1	12	-8	-3	-4
CN(CCOc1ccccc1)C(=O)c1cc(-c2ccco2)nc2ccccc12	13	-24	1	-9	5.6	-16	0	42	25
c1ccc(-c2nn3c(C4CCCCC4)nnc3s2)cc1	1	-2	1	3	-0.5	-7	25*	-6	-2
O=C(/C=N/O)Nc1ccc2sc3ccccc3c2c1	-1	-9	-2	17	0.1	16	-15	-27	-9
Cc1ccc(NC(=O)c2ccc3nsnc3c2)c(Cl)c1	57*	-3	-2	17	0.6	3	-8	47	-19
Cc1ccc(NC(=O)C2CCN(C(=O)[C@@H]3Cc4ccccc4CN3)CC2)c(C)c1	2	-14	-6	0	0.2	3	-11	-14	0
COc1ccc(CNC(=O)C2CCC(=O)N(CCCN3CCCC3=O)C2)cc1 (stereo not given)	1	-12	-2	2	-0.2	-9	-1	-8	-7
CCCCCn1c(=O)[nH]c2cc(C(=O)Nc3ccc(OC)cc3)ccc2c1=O	·	-8	-2	1	5.0	9	-9	·	-3
Cc1ccccc1Cn1c(O)c(N=NC(=S)Nc2ccccc2F)c2ccccc21	-1	-3	-2	4	-0.3	19	-14	11	-2
c1ccc(/N=C2\N=C(Nc3ccccn3)c3ccccc32)nc1	6	-10	-2	11	0.5	18	-1	0	-19
CC(C)(C)NC(=O)C(c1ccco1)N(Cc1ccc(F)cc1)C(=O)c1snc(C(N)=O)c1N (stereo not given)	11	-27	-7	-4	0.6	10	-8	23	2
CCN1C(=O)/C(=C/C=C2\C=CN(CC)c3ccccc32)SC1=S	2	-6	-11	1	0.7	16	-3	-7	-7
O=C(NC1CCCCCCC1)C1CCCN(S(=O)(=O)c2cnc[nH]2)C1 (stereo not given)	1	-4	-1	5	0.8	6	-2	-22	-11
CC1(C)NC(=S)NC1=S	6	·	7	15	1.3	16	-16	-19	-18
Cc1ccc(NC(=O)C2C3CCC(O3)C2C(=O)O)cc1C (stereo not given)	1	9	-2	15	0.1	0	-4	-23	-14
CCN(CC)C(=O)CSc1nnc(-c2ccc(S(=O)(=O)N3CCOCC3)cc2)n1C	-2	-9	-7	11	0.3	-11	-6	-8	-13
Nc1nc(-c2cccnc2)nn1C(=O)COc1ccccc1	10	-3	-6	13	0.9	17	-3	-8	-8
CCN(C(=O)CSc1nnnn1C)C1CCCCC1	1	-13	-3	3	0.8	23	-19	-5	-11
O/N=C\c1ccccc1Oc1ccc(F)cc1	3	-4	-4	0	-0.2	-6	-4	6	-9
Cc1cc(-c2ccccc2)nc(N/N=C/c2ccccc2)n1	27	-20	-7	-5	1.5	-5	-13	14	1
COc1ccc(OC)c(NC(=O)C2(C)CCN2C(C)C)c1 (stereo not given)	-1	·	-6	12	-0.6	-9	-1	9	-16
C=CCSc1nc(C)c(Cc2cccc3ccccc23)c(=O)[nH]1	-3	-9	-12	-9	2.1	18	-1	12	4
c1ccc2c(c1)nc(N1CCOCC1)c1c3ccccc3[nH]c21	15	-34	-7	-2	0.3	-2	4	9	6
CCCCCOC(=O)C1=C(C)N(C)C(=O)NC1c1cc(Br)c(O)c(OC)c1 (stereo not given)	0	-15	-2	-1	6.8	16	-5	-18	4
CCCCC1(CC)SCC(=O)NC1=O (stereo not given)	1	·	3	5	0.5	12	7	-18	-8
Nc1nc(SCC(=O)NCc2ccccc2)[nH]c(=O)c1NC(=O)c1ccccc1F	1	-2	-6	13	0.5	8	5	-5	-13
CCCCNc1nc2ccccc2nc1NS(=O)(=O)c1ccc(F)cc1	1	-10	-4	0	1.0	-6	7	8	1

Rewritten as a markdown table: part of the list above
| smiles | TAAR1 ag | CHO parental Ca | CHRM1 agonist | M1 PAM | CHO-K1 Ca ag | CHO-K1 Ca PAM | CHO-K1 Ca antag | TAAR1 antagonist | M1 antag |
| --- | --- | --- | --- | --- | --- | --- | --- | --- | --- |
| CCCCC1(CC)SCC(=O)NC1=O (stereo not given) | 1 | · | 3 | 5 | 0.5 | 12 | 7 | -18 | -8 |
| Nc1nc(SCC(=O)NCc2ccccc2)[nH]c(=O)c1NC(=O)c1ccccc1F | 1 | -2 | -6 | 13 | 0.5 | 8 | 5 | -5 | -13 |

New compounds follow:
SMILES	TAAR1 ag	CHO parental Ca	CHRM1 agonist	M1 PAM	CHO-K1 Ca ag	CHO-K1 Ca PAM	CHO-K1 Ca antag	TAAR1 antagonist	M1 antag
CN(C)c1nc(C(=O)Nc2ccccc2)nc(N(C)C)n1	7	-3	-4	5	-0.2	-6	-6	0	-2
CCn1cc(C(=O)N2CCN(c3ccccc3OC)CC2)c2cc(OC)c(OC)cc2c1=O	2	-5	-2	4	2.9	22	-16	-24	-10
COc1ccc(CC(=O)OCC(=O)c2ccc(OC)c(OC)c2)cc1	-1	-16	-2	-3	-0.1	-4	-4	1	0
N#Cc1c(Cn2cncn2)nc(=O)n(-c2ccc(Cl)cc2)c1N	12	-9	-6	6	0.1	15	2	3	3
CC(=O)N1c2ccccc2-c2nc3ccccc3n2C1C (stereo not given)	0	-7	-2	6	1.1	-10	7	-4	2
O=C(c1ccc(-c2ccccc2Cl)o1)N1CCN(S(=O)(=O)c2cccs2)CC1	4	4	1	-1	-0.5	10	9	44	9
COCCn1c(=NC(=O)CCS(=O)(=O)c2ccccc2)sc2cc(F)ccc21	1	-21	-2	2	2.1	-14	3	2	9
O=C(NCCN1CCc2ccccc2C1)Nc1ccc(F)cc1	3	-20	-11	0	0.2	1	-2	2	-2
CC(C)OCCCNc1ncc2c(n1)CC(c1ccc(N(C)C)cc1)CC2=O (stereo not given)	14	-16	-1	3	-0.1	1	15	8	16
CCOC(=O)C1CCN(C(=O)c2cc3c(=O)n4ccccc4nc3s2)CC1	1	-14	-2	6	1.3	3	-7	11	-11

Looked up by structure from the list above (three):
SMILES	TAAR1 ag	CHO parental Ca	CHRM1 agonist	M1 PAM	CHO-K1 Ca ag	CHO-K1 Ca PAM	CHO-K1 Ca antag	TAAR1 antagonist	M1 antag
O=C(NCCN1CCc2ccccc2C1)Nc1ccc(F)cc1	3	-20	-11	0	0.2	1	-2	2	-2
O=C(c1ccc(-c2ccccc2Cl)o1)N1CCN(S(=O)(=O)c2cccs2)CC1	4	4	1	-1	-0.5	10	9	44	9
COc1ccc(CC(=O)OCC(=O)c2ccc(OC)c(OC)c2)cc1	-1	-16	-2	-3	-0.1	-4	-4	1	0

Other records follow:
SMILES	TAAR1 ag	CHO parental Ca	CHRM1 agonist	M1 PAM	CHO-K1 Ca ag	CHO-K1 Ca PAM	CHO-K1 Ca antag	TAAR1 antagonist	M1 antag
CC(C)C[C@H](NC(=O)N1CCn2c1nc1ccccc12)C(=O)N[C@H](Cc1ccccc1)C(=O)O	2	-13	-5	5	0.5	16	-3	1	-10
COc1ccc(N2CCN(S(=O)(=O)c3ccc4c(c3)NC(=O)C(C)S4)CC2)cc1 (stereo not given)	10	0	-2	-17	14	-11	5	17	16
COc1ccccc1NS(=O)(=O)c1cc(NC(=O)CC(C)(C)C)ccc1N1CCOCC1	6	-19	-4	6	1.1	0	3	28	2
Cc1ccc(S(=O)(=O)NCc2c(-c3ccccc3)noc2C)cc1	-1	-10	1	14	0.7	18	-16	-13	-5
COc1ccccc1C(=O)Nn1cnnc1	2	-3	0	14	0.8	20	-5	2	-17
COc1cc(C(=O)Nc2nc3ccccc3s2)ccc1OCc1c(C)noc1C	14	-10	4	13	0.4	-18	13	37	1
CNC(=O)CN(c1cccc(Br)c1)S(C)(=O)=O	0	-2	-1	1	0.8	24	-15	2	-11
COc1cc(/C=C2\SC(=S)N(NC(=O)c3cccnc3)C2=O)ccc1O	9	22	2	-7	4.0	-6	20	-4	27*
CCCCCCCCNS(=O)(=O)CCNCCc1ccccc1	20	·	-4	-3	0.2	13	-6	-20	-2
Cc1[nH]c(=O)[nH]c(=O)c1S(=O)(=O)N1CCC(C(=O)N2CCN(c3cccc(C(F)(F)F)c3)CC2)CC1	5	5	-15	8	-0.2	22	0	8	-5
Cc1nn(-c2ccccc2)c(C)c1/C=N/n1c(-c2ccc(C(C)(C)C)cc2)n[nH]c1=S	-1	-24	-5	-4	-0.2	16	-10	24	-3
O=C(Nc1ccc2c(c1)Cc1cc([N+](=O)[O-])ccc1-2)C(F)(F)F	1	·	-2	-2	0.8	4	-7	-27	4
O=C(NCc1ccccc1)c1ccc(Cl)nc1	7	-5	-6	2	0.0	1	10	-11	2
O=C(COC(=O)CNS(=O)(=O)c1cc(C(F)(F)F)ccc1Cl)NC1CC1	1	-5	-5	10	0.9	24	-10	-2	-4
COc1ccccc1NC(=O)Cn1c(C)nc2c(sc(=S)n2Cc2ccco2)c1=O	2	-21	-7	2	2.9	36	-20	-4	-4
COc1ccc2c(C(=O)NCCCCO)c(-c3ccc(S(C)(=O)=O)cc3)sc2c1	9	-10	-1	1	2.2	23	-25	26	-2
CSCCCNC(=S)Nc1cccc(S(=O)(=O)NC2=NCCC2)c1	9	3	-4	8	0.8	17	-16	9	-5
